Compound activity as filed in PubChem BioAssay.
Lipid storage S3: qHTS Assay for Lipid Storage Modulators in Drosophila S3 Cells | Drosophila S3 cells, BODIPY lipid droplet fluorescence, 18-24 h; cells fed with added oleic acid | Potency in µM for hits, for the others lipid storage change, negative = inhibition, % at the top dose, mostly 46.1 µM | 320,000 tested, 0.64% active | AID 2685; active = well fitted inhibition curve with a large enough effect in the signal ratio, with a control signal flat, not every such curve was filed as active; inconclusive = small, poorly fitted or top-dose-only effect, or effect the other way, or a change in a side signal; the % refers to the signal ratio
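Drosophila S3 cells got compounds at several concentrations plus oleic acid (400 uM solution). Laser-scanning cytometry with 488 nm excitation read lipid droplets at 500-530 nm and cells at 575-640 nm. Percent activity was relative to 20 uM Triacsin C.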
Lipid storage S3 cell count max: recorded beside Lipid storage S3, whose call it bears; cell number change, %; measured here: cell count max response;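 cells counted by Cell Tracker Red CMTPX staining in the red channel; peak over a dose series mostly up to 46.1 µM; percent activity relative to internal control wells on each plate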
* marks the source's active call; other numbers are inactive results; i = inactive; ? = inconclusive; . = not tested or not shown. % is scaled to controls: 0 for no effect and ±100 for the full control effect; potency is read from the fitted curve at half-maximal effect. Not all compounds are listed (hit frequency here may not be typical).

SMILES | Lipid storage S3 | Lipid storage S3 cell count max
CN(Cc1cnccn1)Cc1nc(Cc2ccccc2Cl)no1 | 0.1% | 7.8
CCc1ccc(CNc2ccc3c(c2)ncn3C)cc1 | ? | .
CCn1c(SCC(=O)Nc2nccs2)nnc1-c1ccccc1 | ? | .
O=C(NC1CCCC1)C(c1ccccn1)N(C(=O)c1csnn1)C1CCCCC1 (stereo not given) | 13.4% | 14.4
Cc1ccc(O)c(CC(C)C)n1 | ? | .
O=C1CCCN1S(=O)(=O)c1ccccc1 | -16.7% | -14.6
Cc1ccc(-n2cc(CNCCCN3CCCC3=O)c(-c3ccc(F)cc3)n2)cc1 | 14.6% | 0.5
Cc1ccc(NC(=O)N2CCC(O)(c3ccc(Cl)cc3)CC2)cc1 | ? | .
CCOC(=O)c1[nH]c(C)c(/C(O)=C2\C(=O)C(=O)N(CCN3CCOCC3)C2c2ccco2)c1C (stereo not given) | ? | .
Cc1cccc(N(CC(=O)O)CC(=O)O)c1 | ? | .
O=c1n(-c2ccc(Br)cc2)cnn1-c1ncccc1[N+](=O)[O-] | ? | .
c1c(CC2CCCC2)nnn1C[C@H]1CC[C@@H]([C@@H]2CC[C@H](Cn3cc(CC4CCCC4)nn3)O2)O1 | ? | .
CC1CCCN(C(=O)CN2C(=O)NC3(CCCCC3C)C2=O)C1 (stereo not given) | ? | .
CC(C)=CC(=O)Nc1ccccc1C(N)=O | ? | .
COc1ccc(C(=O)N2CCCC(Nc3ccc(F)cc3)C2)c(OC)c1 (stereo not given) | ? | .
Cc1ccccc1-n1c(=S)[nH]c2nc3c(cc2c1=O)COC(C)(C)C3 | ? | .
N/C(COc1ccccc1)=N\NS(=O)(=O)c1ccccc1 | ? | .
Cc1c(C(=O)NCCN2CCOCC2)oc2ccc(Br)cc12 | ? | .
CCOc1ccc(CCNC(=O)COC(=O)c2cc(S(=O)(=O)N3CCOCC3)ccc2F)cc1OCC | ? | .
Cc1ccc(S(=O)(=O)c2nc(S(C)(=O)=O)sc2NCc2ccc3c(c2)OCO3)cc1 | 17.2% | -0.8

Reprinted at random: 5 compounds from above, in no set order.
SMILES | Lipid storage S3 | Lipid storage S3 cell count max
CC(C)=CC(=O)Nc1ccccc1C(N)=O | ? | .
Cc1ccc(O)c(CC(C)C)n1 | ? | .
Cc1ccc(S(=O)(=O)c2nc(S(C)(=O)=O)sc2NCc2ccc3c(c2)OCO3)cc1 | 17.2% | -0.8
N/C(COc1ccccc1)=N\NS(=O)(=O)c1ccccc1 | ? | .
CC1CCCN(C(=O)CN2C(=O)NC3(CCCCC3C)C2=O)C1 (stereo not given) | ? | .

(list continues)
SMILES | Lipid storage S3 | Lipid storage S3 cell count max
CCCCC(CC)Cn1c(O)c(/C=C2\C=NN=C2c2ccccc2)sc1=S (stereo not given) | ? | .
O=C(COc1ccc(Br)cc1CO)Nc1ccc(S(=O)(=O)N2CCCCC2)cc1 | i | -13.7
Cc1cc(SCC(=O)c2cccs2)n2nc(C)c(-c3ccccc3)c2n1 | ? | .
COc1ccc(N2CCN(C(=O)CNS(=O)(=O)c3ccc(C)c(C)c3)CC2)cc1 | ? | .
CN(C)CCN(C(=O)CCc1ccccc1)c1nc2c(F)cc(F)cc2s1 | ? | .
COC(=O)C1C2C=CC3(CN(c4cccc(C)c4)C(=O)C13)O2 (stereo not given) | 5.9% | 1.4
C=CCc1ccccc1OCCSc1nc2ccc([N+](=O)[O-])cc2s1 | ? | .
CC(=O)c1cc2c(s1)-c1cc(F)ccc1OC2 | ? | .
Cc1ccc(-c2nc(CN3CCCCC3CCN3CCCC3=O)c(C)o2)o1 (stereo not given) | -3.8% | 8.9
CCCNC(=O)C(NS(=O)(=O)c1cccc2nsnc12)c1ccccc1 (stereo not given) | -1.9% | -12.3
O=C(c1ccc(Br)c([N+](=O)[O-])c1)N1CCN(Cc2ccccc2)CC1 | ? | .
Cc1cc(C(=O)CCl)c(C)n1-c1cccc([N+](=O)[O-])c1 | ? | .
Cc1c(NC(=O)COC(=O)c2ccc(F)c(S(=O)(=O)N3CCOCC3)c2)c(=O)n(-c2ccccc2)n1C | ? | .
CCCC(=O)N(c1ccccc1)C1C=CS(=O)(=O)C1 (stereo not given) | -4.8% | -14.1
c1ccc2sc(NN=C3CCCC3)nc2c1 | 4.5% | 8.6
COc1cc(C(=O)NNC(=O)c2cc(C)[nH]n2)cc(OC)c1OC | ? | .
CC(=O)Nc1ccc(S(=O)(=O)N2CCN(C(=O)c3ncoc3-c3ccccc3)CC2)cc1 | 22.8% | 4.0
CC(C)C(C(=O)OCC(=O)c1cccc([N+](=O)[O-])c1)N1C(=O)[C@@H]2[C@H]3CC[C@H](C3)[C@@H]2C1=O (stereo not given in full) | -5.9% | -4.6
O=C(Nc1cccc(C(F)(F)F)c1)C1CCCN1S(=O)(=O)c1cccc2cccnc12 (stereo not given) | 11.1% | 6.6
O=C(NCCCN1CCOCC1)c1cc(-c2cccc(O)c2)on1 | i | 21.7
CC(C)CC(c1nnnn1C1CCCC1)N1CCC(C(N)=O)CC1 (stereo not given) | ? | .
COc1ccc(C2N(C(=O)c3ccccc3)CCN2C(=O)c2ccccc2)cc1 | i | .
Cc1cccc(NC(=O)CCS(=O)(=O)c2cccc3nsnc23)c1C | ? | .
COc1ccc(OCCSc2ccc(S(=O)(=O)N3CCCC3)cn2)cc1 | ? | .
O=C(O)c1ccc2c(c1)C(=O)N(c1ccc(/C=C/C(=O)c3ccccc3)cc1)C2=O | ? | .
CCN(CC)CCCn1c2c(c(SCC(=O)Nc3cccc(C(C)=O)c3)nc1=O)CCC2 | ? | .
CSc1ccc(CNC(=O)C(C)n2nc(C)c3c(C)n(-c4ccccc4)nc3c2=O)cc1 (stereo not given) | ? | .
COc1ccc2oc(=O)cc(CN3CCOCC3)c2c1 | ? | .
Cc1ccc(C2C(C#N)=C(N)Oc3n[nH]c(-c4cccs4)c32)cc1 (stereo not given) | ? | .
O=C(CCC1CCN(C(=O)c2cc(C(F)(F)F)ccc2Cl)CC1)NC1CC1 | i | 13.1
CCCCn1c(C)csc1=Nc1cccnc1 | 21.5% | 21.2
CCOC(=O)Cn1cnc2sc(C(=O)OC)c(C)c2c1=O | i | 10.5
Cc1cc(C(=O)NCCC2=CCCCC2)no1 | ? | .
COC(=O)C1=C(C)NC(C)=C(C(=O)OC)C1C(=O)OC(C)C(=O)c1ccccc1 (stereo not given) | ? | 14.8
COc1cccc(CN2CCN(C(=O)c3ccc(-c4ccccc4)cc3)CC2)c1 | ? | .
CCOc1ccc(CN(C)C(=O)c2cccc(S(=O)(=O)N3CCCC3)c2)cc1OC | -0.8% | -3.3
Cc1cc(C)nc(SCc2nnc(SCC(=O)N3CCCc4ccccc43)n2C)n1 | ? | .
COc1ccc(N2C(=O)CC(Sc3nnc(-c4ccccc4F)n3C)C2=O)cc1 (stereo not given) | -15.4% | -29.1
COc1ccccc1C(C(=O)NCc1ccc(F)cc1)N(C(=O)c1csnn1)C1CC1 (stereo not given) | i | -17.1
CCSc1nc2ccccc2n1Cc1nc(N)nc(N(C)C)n1 | 14.0% | -17.6

Filtered by structure: those above with a Cl atom (four)
SMILES | Lipid storage S3 | Lipid storage S3 cell count max
CN(Cc1cnccn1)Cc1nc(Cc2ccccc2Cl)no1 | 0.1% | 7.8
Cc1ccc(NC(=O)N2CCC(O)(c3ccc(Cl)cc3)CC2)cc1 | ? | .
Cc1cc(C(=O)CCl)c(C)n1-c1cccc([N+](=O)[O-])c1 | ? | .
O=C(CCC1CCN(C(=O)c2cc(C(F)(F)F)ccc2Cl)CC1)NC1CC1 | i | 13.1

Continuation:
SMILES | Lipid storage S3 | Lipid storage S3 cell count max
CCCC(=O)Nc1cc2c(cc1C(=O)c1ccccc1)OCCO2 | ? | .
COc1ccc(OCC(=O)OCC(=O)Nc2ccc3[nH]c(=O)[nH]c3c2)cc1 | i | 4.8
CCOc1ccc(CCNC(=O)c2cccc(-n3cnnn3)c2)cc1OCC | 0.0731µM* | -24.8*
O=C(O)CC12C[C@H]3C[C@@H](C1)CC(n1ncc(N4CCN(c5ccccc5)CC4)c(Cl)c1=O)(C3)C2 | 3.3% | -4.8
CCC(CCC(=O)Nc1ccn(-c2ccccc2)n1)C(=O)O (stereo not given) | ? | .
O=c1cc(O)nc[nH]1 | -11.0% | 4.2
Cc1ccccc1OC(C)C(=O)Nc1ccc(S(=O)(=O)N2CCCC2)cc1 (stereo not given) | ? | .
COc1ccc(-c2csc(=NCCO)n2-c2ccccc2)cc1 | 0.5% | -0.6
N#C/C(=C\c1c(N2CCCCC2)nc2ccccn2c1=O)S(=O)(=O)c1ccccc1 | 3.7% | -3.7
Cc1ccc(NC(=O)CSc2nc(-c3ccco3)nc3cc(=O)[nH]n23)c(Cl)c1 | ? | .
O=C(C[n+]1cccc2ccccc21)c1ccc(Cl)cc1 | 4.4% | 13.4
CN1/C(=C\C(=O)COC(=O)C2COc3ccccc3O2)C(C)(C)c2ccccc21 (stereo not given) | ? | .
COc1ccccc1NC(=O)Cc1nnc(SCC(=O)c2ccccc2)n1C | ? | .
COc1ccc(/C=C/C(=O)c2cc(Br)ccc(=O)c2O)cc1 | ? | .
CCOc1cccc(CN2CCCC(C(=O)Nc3ccc(-c4ccn[nH]4)cc3)C2)c1O (stereo not given) | ? | .
Cc1ccc(-c2nnn(CC(=O)N(Cc3cccs3)C(C(=O)NC(C)(C)C)c3ccco3)n2)o1 (stereo not given) | i | .
COc1ccc(S(=O)(=O)N2CCCCC2)cc1NC(=O)c1cccs1 | -21.2% | -10.7
COc1ccc(NC(=O)C/C(C)=N/NC(=O)c2cnccn2)cc1Cl | 11.0% | -10.7
O=C(Cn1nnc(-c2cccs2)n1)NNC(=O)c1ccccc1Cl | ? | .
O=C(NC(=S)NCc1cccnc1)c1ccc([N+](=O)[O-])cc1 | ? | .
COc1cc(OC)c(C(=O)NCCCN2CCOCC2)cc1OC | 2.7% | -3.2
O=C(Nc1ccc(-c2ccc3nncn3n2)cc1)C1CCCCC1 | -4.5% | 2.9
O=C(O)c1nnn(-c2ccc(F)cc2F)c1-c1ccccc1 | -13.1% | 1.7
O=C(CSc1nc2ccccc2[nH]1)NCC1CCCO1 (stereo not given) | -1.4% | 1.5
CC(C)(Oc1ccc(Cl)cc1)C(=O)OCC(=O)N1CCCC1 | -2.2% | -0.6
NC(=O)c1cc(N)ccc1N1CCCCC1 | -0.2% | -1.7
Cc1cccc(CSc2nc3c(c(=O)n2C)SCC3)c1 | 1.3% | -13.2
CCOC(=O)c1sc(=S)n(CC)c1N | ? | .
COc1cc(/C=C(/C#N)c2nc3ccccc3c(=O)[nH]2)ccc1O | ? | .
Nc1nccnc1C(=O)N/N=C/c1ccco1 | 21.3% | .
CN(C)c1ccnc(Oc2ccc(F)cc2)c1C#N | 3.9% | 1.8
O=C(O)CCCN1C(=O)/C(=C\c2ccc(-c3nc4ccccc4s3)o2)SC1=S | ? | .
O=C(c1ccccc1)N1CCN(C(=O)C2CC2)CC1 | ? | .
Cc1c(C(=O)OC/C(O)=C(\C#N)c2nc3ccccc3[nH]2)oc2ccccc12 | ? | .
Cn1c(=O)c2ncn(CC(=O)Nc3ccc4c5c(cccc35)CC4)c2n(C)c1=O | ? | .
CC(=O)C1=C(O)C(=O)N(Cc2ccco2)C1c1ccc(F)cc1 (stereo not given) | ? | .
O=C(NCCN=C1NS(=O)(=O)c2ccccc21)c1ccco1 | ? | .
CCNS(=O)(=O)c1ccc(Br)c(C(=O)OC(C)C(=O)NCC2CCCCC2)c1 (stereo not given) | 7.3% | -9.0
CC(=O)OC1c2ccccc2C(=O)N1Cc1ccccc1 (stereo not given) | ? | .
O=C(Nc1cnc2ccccc2c1)N1CCCCC1 | ? | .
Cc1nc(SCC(=O)Nc2c(C)n(C)n(-c3ccccc3)c2=O)n[nH]1 | 12.5% | 2.5
COc1cc2c(cc1OC)CN(c1nc(CN3CCCCC3)nc3sc4c(c13)CCCC4)CC2 | 5.8% | -1.4
COc1cc(/C=C2\SC(=S)N(c3cccnc3)C2=O)ccc1O | ? | .
CN(c1ccc(F)cc1)S(=O)(=O)c1ccc(Cl)c(C(=O)Nc2ccc3c(c2)CCC3)c1 | ? | .
CCN(C(=O)COC(=O)C1CCN(S(=O)(=O)c2ccc3c(c2)OCCO3)CC1)C1CCS(=O)(=O)C1 (stereo not given) | ? | .
Cc1nn(C)cc1/C=N\NC(=O)c1ccc(Cn2cc(Cl)cn2)cc1 | 0.2% | 1.5
O=C(NC1CCCc2c1cnn2-c1ccc(F)cc1F)c1ccccc1N1CCOCC1 (stereo not given) | ? | .
Cc1ccc([N+](=O)[O-])c(C)[n+]1C | ? | .
CCCc1cc(=O)n2[nH]c(SCc3ccc(Cl)cc3)nc2n1 | ? | .
Nc1ccc(Sc2nc3ccccc3[nH]2)cc1 | ? | .
Cc1ccc(-c2nc(CS(=O)(=O)CC(=O)NC3CCCCC3C)c(C)o2)cc1 (stereo not given) | 8.2% | 21.9
CCOc1ccc(N2CC(C(=O)NCc3ccccc3)CC2=O)cc1 (stereo not given) | ? | .
N#Cc1ccc(COC(=O)c2ccc(N3CCCC3)c([N+](=O)[O-])c2)cc1 | 7.0% | 0.4
O=C(O)C1CCCNC1 (stereo not given) | ? | .
Cc1nnc(SCCC(=O)Nc2ccccc2Cl)o1 | -0.4% | -11.5
CN(CC(=O)NCC1CCCCC1)S(=O)(=O)c1ccc(Cl)cc1 | ? | .
CC(=O)OCCCCON1C(=O)c2ccccc2C1=O | ? | .
CCOC(=O)N1CCC(N(CCOC)C(=S)Nc2cccc(SC)c2)CC1 | -0.4% | -18.7
C=CCn1c(=O)c(C(=O)NCCN(CC)CC)c(O)c2ccccc21 | -4.0% | -8.7
